DAX1 inh-1 = DAX1 (NR0B1) inhibitors on StAR promoter, primary screen, cell-based, luminescence, SF-1 (NR5A1), full-length DAX-1. HEK293T StAR-luciferase reporter, SF-1/DAX-1 repression relief. inhibition, % at 6.8 µM. 370,000 tested, 1.1% active. AID 652010, 2013;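 active means inhibition above the mean over all tested compounds plus 3 SD, cut at about 3.6% in these data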;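 further: 0% = DAX-1 cells with DMSO and 100% = cells lacking DAX-1 with DMSO; higher inhibition means more luminescence from relief of DAX-1 repression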
GC-A act = GC-A stimulated cGMP production enhancers – HEK293 GC-A cells, cGMP TR-FRET, EC30 ANP, primary screen. 370,000 tested, 0.14% active. Atrial natriuretic peptide receptor 1 (Homo sapiens), P16066. activation, % at 10 µM. 0% at EC30 ANP, 100% saturating ANP. AID 1671463, 2021; in the data active means activation above about 40%
PG9 Ab binder = binders of HIV-1 gp120 antibody PG9, primary screen, biochemical, TR-FRET; HIV-1 gp120 / PG9 antibody interaction; 360,000 tested, 0.43% active; TR-FRET gp120-PG9 antibody binding; AID 624416, 2012; inhibition, % at 6.7 µM; in the data active means inhibition above about 8.5%
SMARCA2 act = SMARCA2 (BRM) function activators, primary screen, cell-based, luminescence, high throughput; 370,000 tested, 1% active; activation, % at 9.1 µM; MG213 cells, MMTV-luciferase reporter, dexamethasone, overnight; AID 652017, 2013; in the data active means activation above about 7.8%;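 further: 0% = vehicle wells and 100% = reference activator wells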
ADAM17 inh = ADAM17 inhibitors, primary screen, biochemical, QFRET. Disintegrin and metalloproteinase domain-containing protein 17 (Homo sapiens), P78536. recombinant ADAM17, EDANS/DABCYL FRET peptide cleavage. inhibition, % at 6.95 µM. 370,000 tested, 0.83% active. AID 720648, 2013;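 active means inhibition above the mean of compounds lying between control limits plus 3 SD, set per campaign, cut at about 8.5% in these data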;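 further: 0% = DMSO-only wells as the low control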
hcDAF-12 act = H. contortus DAF-12 nuclear receptor activators, primary screen, cell-based, luminescence, HEK293, lit1-tk-luc reporter; HEK293 hcDAF-12 lit1-tk-luc reporter; 0% DMSO, 100% Δ7-dafachronic acid; activation, % at 6.8 µM; 370,000 tested, 1.4% active;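 active means activation above the mean of all tested compounds plus 3 SD, cut at about 5.5% in these data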;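 further: 100% = response to 3 µM Δ7-dafachronic acid high control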
DAX1 inh-2 = DAX1 (NR0B1) inhibitors, primary screen, cell-based, HEK293, Gal4-DAX1, luciferase luminescence; 340,000 tested, 0.99% active; AID 504766, 2011; inhibition, % at 6.75 µM; HEK293 Gal4-DAX1 luciferase reporter; Nuclear receptor subfamily 0 group B member 1 (Homo sapiens), P51843;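 active means inhibition above the mean over all tested compounds plus 3 SD, cut at about 4.2% in these data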;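 further: 0% = DAX1-transfected cells with DMSO and 100% = empty-vector control cells with DMSO; inhibition shows as a rise in luminescence from relieved DAX1 repression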
Target sequence (P51843 207-470 limits assumed): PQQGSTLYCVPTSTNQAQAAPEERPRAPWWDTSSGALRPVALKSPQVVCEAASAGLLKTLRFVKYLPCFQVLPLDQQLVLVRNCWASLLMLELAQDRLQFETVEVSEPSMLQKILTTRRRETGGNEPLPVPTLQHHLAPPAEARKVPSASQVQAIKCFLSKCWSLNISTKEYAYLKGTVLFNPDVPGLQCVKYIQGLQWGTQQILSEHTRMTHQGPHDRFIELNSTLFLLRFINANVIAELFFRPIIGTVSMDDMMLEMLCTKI
ADAM10 inh = human ADAM10 inhibitors, primary screen, biochemical, QFRET, HTS; recombinant ADAM10, EDANS/DABCYL FRET peptide cleavage, 3 h; inhibition, % at 7 µM; 370,000 tested, 0.62% active; AID 720582, 2013;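 active means inhibition above a per-campaign cutoff equal to the mean of compounds falling between control-based bounds plus 3 SD, cut at about 20% in these data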;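 further: 0% = DMSO wells while the 100% control is not disclosed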
Target sequence (O14672 214-748 limits assumed): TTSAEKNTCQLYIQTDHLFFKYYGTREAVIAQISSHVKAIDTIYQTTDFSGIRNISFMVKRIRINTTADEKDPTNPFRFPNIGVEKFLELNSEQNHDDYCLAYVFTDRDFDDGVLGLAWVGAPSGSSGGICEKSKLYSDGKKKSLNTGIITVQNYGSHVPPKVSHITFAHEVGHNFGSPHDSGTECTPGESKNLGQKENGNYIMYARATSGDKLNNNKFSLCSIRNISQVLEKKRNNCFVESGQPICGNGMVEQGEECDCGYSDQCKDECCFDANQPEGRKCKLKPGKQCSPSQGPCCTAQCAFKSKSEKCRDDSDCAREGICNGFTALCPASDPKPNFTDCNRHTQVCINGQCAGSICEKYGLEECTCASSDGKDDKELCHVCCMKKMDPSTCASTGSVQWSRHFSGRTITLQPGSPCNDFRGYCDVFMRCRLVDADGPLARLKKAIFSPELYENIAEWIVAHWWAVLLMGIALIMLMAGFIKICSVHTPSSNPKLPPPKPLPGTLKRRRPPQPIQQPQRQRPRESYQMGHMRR
ssDAF-12 act = S. stercoralis DAF-12 nuclear receptor activators, primary screen, cell-based, luminescence, HEK293, GRIP1 co-expression, lit1-tk-luc. Nuclear hormone receptor DAF-12 (Strongyloides stercoralis). HEK293 ssDAF-12/GRIP1 lit1-tk-luc reporter; % of 3 µM dafachronic acid response. activation, % at 6.8 µM. 370,000 tested, 1% active. AID 652126, 2013;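 active means activation above the mean over all tested compounds plus 3 SD, cut at about 0.9% in these data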;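 further: 0% = DMSO-only wells and 100% = 3 µM delta7-dafachronic acid wells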
hgDAF-12 ag = H. glycines DAF-12 receptor agonists, primary screen, cell-based, luminescence, HEK293, GAL4 fusion, UAS-luciferase. activation, % at 6.8 µM. AID 687014, 2013. Nuclear hormone receptor DAF-12 (Heterodera glycines), GAL4 fusion. 370,000 tested, 1.8% active. HEK293 GAL4-hgDAF12 UAS-luciferase reporter, agonist luminescence; normalized to butyrate control;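 active means activation above a cutoff set at the mean of all screened compounds plus 3 SD, cut at about 10% in these data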;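 further: 0% = DMSO wells and 100% = sodium butyrate wells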
GAA850 FXN act = FXN promoter activators, primary screen, cell-based, luciferase luminescence, HEK293 lucGAA850; HEK293 lucGAA850 FXN promoter luciferase reporter, 24 h; percent of 10 µM SAHA response; activation, % at 6 µM; 360,000 tested, 0.56% active; AID 540364, 2011;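 active means activation above the average of all compounds screened plus 3 SD, cutoff fixed separately per campaign, cut at about 7.5% in these data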;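 further: 0% = DMSO wells and 100% = 10 µM SAHA wells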
* = called active by the depositor; / = no result given.

Each structure is followed by: DAX1 inh-1, GC-A act, PG9 Ab binder, SMARCA2 act, ADAM17 inh, hcDAF-12 act, DAX1 inh-2, ADAM10 inh, ssDAF-12 act, hgDAF-12 ag, GAA850 FXN act
CN(c1ccc(C(=O)Nc2ccccn2)cc1)S(=O)(=O)c1ccccc1
    0.4, -0.5, -0.3, -0.5, -0.4, 0.5, 0.1, 2.4, -1.8, 3.6, 4.0
CC(=O)Nc1ccc(-c2ccnc3c2CC(C)(C(=O)Nc2cccc(C(F)(F)F)c2)O3)cc1 (centres undefined)
    -1.9, -6.3, -0.5, -8.4, 7.1, -1.5, /, 4.0, -1.8, -3.4, -3.7
O=C(c1cncc(Br)c1)N1CCN(S(=O)(=O)c2ccccc2)CC1
    0.7, -2.0, -1.6, -0.5, -0.2, -1.4, -0.6, -3.1, -1.0, -0.1, 2.0
O=S(=O)(Nc1cccc(C(F)(F)F)c1)c1cccnc1
    -0.2, 1.8, -1.6, 3.2, -1.7, 0.0, -1.5, 8.2, -0.9, -1.1, 1.2
NS(=O)(=O)c1cccc(NS(=O)(=O)c2ccc(/C=C/C(=O)OCC(=O)c3ccccc3)cc2)c1
    -0.8, -0.4, -0.5, -5.5, 0.5, -0.1, 1.2, 10.8, -1.7, 0.0, 0.3
Cc1ccc(C(=O)N/C(=C/c2ccco2)C(=O)O)cc1
    0.4, 2.6, 1.4, -2.1, -2.0, -1.6, 0.7, -2.6, -1.0, -0.2, 3.4
COc1ccccc1NC(=O)N1CCN(c2ccc(F)cc2)CC1
    -0.2, 4.5, -0.9, -1.4, 4.0, -2.5, 2.2, -4.1, -1.1, 0.6, -0.8
Clc1ccc(-c2ccc(CN3CCCCC3)o2)cc1
    0.8, 0.9, 0.5, 0.2, -4.7, 0.8, 0.2, -1.6, -0.8, 4.1, 2.4
COc1ccc(NC(=O)NC23CC4(C)CC(C)(CC(C)(C4)C2)C3)cc1
    -0.6, 4.9, -0.8, 0.7, 0.9, -0.8, -1.2, 5.8, -1.6, 1.4, 0.8
Cc1cc(OC(=O)c2ccc(C)c(C)c2)c([N+](=O)[O-])c(=O)[nH]1
    0.0, -1.0, 0.2, 2.0, -6.9, 0.1, 0.9, 1.5, -0.7, -0.5, -1.6
O=S(=O)(NCc1ccc(Cl)cc1)NCc1ccc(Cl)cc1
    -0.1, 7.4, -1.7, -1.1, -5.6, -1.5, -0.3, 4.5, -0.7, -1.3, 1.5
CCN1C[C@@H]2[C@@H]3C(=O)N(C)C(=O)[C@@H]3[C@](CC)(C1=O)N2C(=O)c1ccccc1
    0.3, -0.3, -1.2, 0.6, -4.7, -1.2, 0.3, 0.7, -1.6, 1.2, 0.8
O=C(CCc1ccccc1)NC(NC(=S)Nc1ccc(Cl)cc1)C(Cl)(Cl)Cl (centres undefined)
    0.0, 14.2, -0.3, -2.6, 0.3, -0.6, -0.5, 9.9, -0.3, 1.0, -4.6
O=C(Cn1cnc2c(cnn2-c2ccccc2Cl)c1=O)N1CCc2ccccc21
    -0.2, -3.0, -1.0, 4.3, 0.5, 1.0, 0.6, 8.7, -0.7, -0.5, 0.7
CCC(CC)c1nnc(NC(=O)[C@@H](NC(=O)c2cccc(C)c2)C(C)C)s1
    -0.5, 2.3, 4.1, -1.6, -3.0, -2.7, -0.1, 0.8, -1.9, -0.6, 2.0
NNS(=O)(=O)c1ccc(Sc2ccccn2)c([N+](=O)[O-])c1
    0.4, -1.3, -3.2, -0.3, 3.1, 0.1, -1.5, 7.3, -0.7, -1.2, 0.0
CN(C)CCCNc1nc2cc(-c3ccc(C(=O)N4CCN(C)CC4)cc3)sc2c(=O)n1C
    -0.3, 0.2, 0.7, -2.6, -27.9, 0.5, /, -126.6, -1.1, 4.3, 1.0
O=C(OCc1ccccc1F)c1ccc2c(c1)OCCO2
    1.4, 3.1, -1.7, -2.0, -1.3, 2.0, 2.0, 7.1, -0.1, 7.1, 3.1
Cc1cc(C)c(C(=O)c2ccc(C(=O)N3CCCCC3)cc2)c(C)c1
    -1.0, -1.6, 0.1, -1.9, 0.7, 1.7, 0.8, 0.8, -1.0, -0.2, 0.6
COc1cccc2cc(-c3cn4ccc(C)cc4n3)c(=O)oc12
    3.6, 2.0, -0.8, 5.3, -4.4, 4.0, 1.1, -8.8, -0.9, 8.9, 6.4
COc1ccc(-c2ccc(=O)n(CC(=O)Nc3ccc(C(=O)NC4CC4)cc3)n2)cc1OC
    -0.3, -0.7, 1.0, 3.4, -1.1, -0.2, -0.6, -3.5, -1.0, 1.8, 2.9
O=C(c1ccccc1)N1CCN(c2ccccc2F)CC1
    0.4, 0.9, 1.3, -1.5, -3.6, -1.5, -1.7, -6.6, -1.0, 1.2, -1.5
O=C(CNC(=O)c1cccs1)c1ccc([N+](=O)[O-])cc1
    1.6, -3.1, 1.7, 1.6, -3.3, 1.4, 0.9, -10.1, -0.7, 3.8, 6.7
O=S(=O)(Cc1cc(Cl)nc(-c2ccncc2)n1)c1ccccc1
    0.0, -35.9, -3.7, -0.4, -2.3, -0.7, 0.9, 0.6, -1.3, -0.7, 2.5
C/C(CC(=O)Nc1ccc(N(C)C)cc1)=N\NC(=O)c1ccccc1F
    1.0, -5.2, -5.2, 6.1, -2.4, 1.9, 4.2, 0.3, -0.3, 5.0, 3.7
CCOC(=O)C1(CCOC)CCN(C(=O)c2ccccc2-c2cccc(C)c2)CC1
    -0.3, -14.0, -3.6, -3.0, 2.4, -0.8, 0.2, 4.5, -1.5, -4.1, 1.0
Cc1cc(Br)ccc1NS(=O)(=O)c1c(C)[nH]c(=O)[nH]c1=O
    -0.1, 0.0, -1.6, -2.8, -1.7, 0.3, 1.2, 7.3, -0.5, -0.5, 0.2
O=C(COc1ccccc1)NCc1ccc(-n2cccc2)cc1
    0.1, -5.8, -1.3, -0.5, 2.8, 0.1, 1.3, 3.6, -1.9, 2.5, 1.1
Cn1c(Cn2cnc3ccccc32)nnc1SCC(=O)CC(=O)Nc1ccccc1
    0.8, /, -0.9, 0.1, -1.4, 1.1, -1.2, -2.9, -0.5, -1.1, -0.1
Cc1cccc(N2CCN(C(=O)C3CCN(S(=O)(=O)c4cccnc4)CC3)CC2)c1C
    -1.0, 1.0, -0.1, -2.9, -0.9, -2.1, -0.6, -14.3, -2.4, -1.6, 0.3
Nc1c(C(=O)Nc2ccccc2)sc2nc3c(c(-c4ccco4)c12)CCC3
    -0.3, 6.7, 0.6, 3.1, -1.9, -0.8, 1.9, -4.5, -1.3, 2.1, 2.5
COc1ccc(NC(C)=O)cc1NC(=O)CSc1nc2ncccc2[nH]1
    0.6, -2.8, 0.2, -0.5, 0.6, -0.7, -0.1, 5.2, -0.4, -1.4, 0.0
CCO[C@@H]1OC(C(=O)NC2CC2)=C[C@H](C)[C@H]1CCCO
    0.7, 0.9, -1.8, 0.1, -0.7, -2.0, 0.5, 2.6, -1.2, -0.3, -0.4
CN1C(=O)C(C)(C)c2cc(S(=O)(=O)NCc3ccc(Cl)cc3)ccc21
    0.2, -2.8, -1.8, -2.2, -3.1, -0.5, 1.2, -12.6, -0.9, -0.2, 0.1
Cc1ccc(NC(=O)OC(C)N2CCCCC2)cc1NC(=O)OC(C)N1CCCCC1 (centres undefined)
    1.9, 0.0, 0.1, -2.4, -3.1, 0.1, -0.2, -5.9, -0.5, 0.5, 1.1
Cc1csc(NC(=O)C2CCCN2C(=O)OCC(C)C)n1 (centres undefined)
    0.2, -0.6, 2.0, -1.0, -3.5, 0.6, 0.5, 0.6, -0.9, -0.1, -3.1
c1cncc(CNc2ncnc3ccc(-c4cccnc4)cc23)c1
    -0.2, -2.3, -1.5, -0.5, 0.0, 0.3, -0.1, -9.4, -1.4, 0.0, -0.4
O=C(Nc1cccc(F)c1)N1CC=C(c2ccc(Cl)cc2)CC1
    -0.2, -1.9, -1.2, -0.2, -1.9, -2.1, 0.2, -5.8, -1.0, 2.5, 2.1
Cn1cnc2c1c(=O)n(Cc1cccc(Br)c1)c(=O)n2C
    -0.2, 3.3, -0.3, 3.0, 0.5, -1.1, -1.3, -6.4, -1.4, -1.3, 0.1
CC(=O)c1ccc(S(=O)(=O)NCCC(=O)OCC(=O)N2CCCC2=O)cc1
    -0.2, -2.2, -1.5, -2.3, 2.6, 0.9, 0.5, -12.2, -1.0, 0.0, -2.7
O=C(c1ccc2c(c1)N(Cc1cccc(Cl)c1)C(=O)c1ccccc1S2(=O)=O)N1CCN(c2ccccn2)CC1
    -0.8, -10.0, -1.1, -1.7, 7.8, -5.5, -4.7, 18.2, -3.1, -11.5, -9.8
CN(CC(=O)Nc1c(Cl)cccc1Cl)C(=O)CC1OC(=O)c2ccccc21 (centres undefined)
    -0.7, -0.3, -1.2, -2.0, -4.7, 0.0, 0.1, -14.0, -1.5, -1.1, 1.0
CCOC(=O)c1cnc2c(Cl)cccc2c1NCCCN1CCOCC1
    0.0, 4.6, -1.8, -0.5, -4.3, 4.0, 3.6, 12.9, -0.8, 3.7, 1.0
CSc1cccc(NC(=S)N2CCC(c3ccccc3)C2)c1 (centres undefined)
    0.9, -0.6, -0.3, 0.6, 4.7, 0.2, 0.3, 8.8, -0.5, 5.3, 1.4
O=C(c1c[nH]c2ccc(F)cc2c1=O)N1CCCCCC1
    0.3, -2.6, 2.4, -1.1, -2.0, -0.1, 1.2, 0.1, -1.5, 2.0, 3.5
